Source: PubChem (several laboratories)
NTR1 ag = agonists of NTR1, primary screen, imaging, U2OS cells, beta-arrestin-GFP, high content (AID 493036); Neurotensin receptor type 1 (Homo sapiens), P30989; NTR1-U2OS beta-arrestin-GFP spot imaging, agonist mode; activation, % at 20 µM; 0.17% of 330,000 active;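 active means activation at or above 40% of the spot to cytoplasm intensity ratio, with at least 20 cells analyzed; inconclusive means wells under 20 cells, flagged as cytotoxic or low count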;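 further: 0% = DMSO without peptide and 100% = 100 nM NTR1 peptide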
Target sequence (P30989 whole entry, looked up): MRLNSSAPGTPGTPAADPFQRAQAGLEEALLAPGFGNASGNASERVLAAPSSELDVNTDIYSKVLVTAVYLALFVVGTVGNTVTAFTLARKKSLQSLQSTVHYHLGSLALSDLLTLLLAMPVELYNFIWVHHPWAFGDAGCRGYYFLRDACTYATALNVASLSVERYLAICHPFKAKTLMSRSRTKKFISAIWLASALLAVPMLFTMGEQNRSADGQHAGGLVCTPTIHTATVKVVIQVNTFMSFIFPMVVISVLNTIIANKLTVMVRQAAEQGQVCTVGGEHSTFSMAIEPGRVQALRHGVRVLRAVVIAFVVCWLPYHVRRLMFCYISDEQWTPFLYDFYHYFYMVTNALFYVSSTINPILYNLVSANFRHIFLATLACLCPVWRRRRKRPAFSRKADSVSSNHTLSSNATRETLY
NOD1 NF-kB reporter = NOD1 signaling inhibitors, primary screen, cell-based, luminescence, uHTS (AID 1578); NOD1-driven NF-kB luciferase reporter cells, luminescence; higher % means a stronger effect; 1% of 290,000 active; inhibition, % at 4 µM; hits with a dose series show EC50 in µM; in the data active means inhibition mostly above about 36%, no sharp cut-off; inactive means mostly below about 34%;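 further: HEK-293T reporter cells stimulated with the NOD1 agonist gamma-tri-DAP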
T cell modulator = modulators of CD8 T cell-vesicle binding, primary screen, mouse 2C CD8+ T cells, flow cytometry; 2C CD8+ T cell-vesicle binding; stronger effect = lower value; calls only at 7 µM; 0.068% of 330,000 active;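 active means response, share of CD8 T cells binding vesicles, and their 90th percentile fluorescence all below set limits, cut at about 80% in these data, passing the limit was not always enough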
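Read-out – percent CD8+ FL2 mean versus row control · System – murine 2C transgenic CD8+ T lymphocytes · Times – 1.5 h cell–vesicle binding at 37 °C, then 20 min icy labelling · Control set – naked vesicles low, QL9 vesicles with vehicle high · Detection – cytometric PE anti-B7-1 and Alexa647 anti-CD8 signals after 1% paraformaldehyde fixation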
Myeloid diff 2 = induction of myeloid progenitor differentiation, primary screen, cell-based, flow cytometry, MLPCN library. ER-HoxA9 myeloid progenitors, lysozyme-GFP differentiation. calls only at 10 µM. 1% of 360,000 active. AID 624256, 2012;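 active means normalized GFP-positive differentiation at or above the plate's own cutoff, the solvent-only control mean plus 3 SD; inconclusive means no clear call, values can overlap the other calls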;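 further: cells exposed to compound for four days before flow analysis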
GPR55 beta-arrestin = GPR55 agonists via beta-arrestin recruitment, primary screen, imaging, U2OS cells, beta-arrestin-GFP redistribution (AID 1961). 0.048% of 290,000 active. U2OS GPR55 beta-arrestin-GFP redistribution imaging; higher % means a stronger effect. activation, % at 10 µM; hits with a dose series show EC50 in µM. G-protein coupled receptor 55 (Homo sapiens);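 active means activation above 40% with more than 50 cells counted in the well; inconclusive means wells holding fewer than 50 cells, flagged as toxic or sparse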;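 further: U2OS osteosarcoma cells stably expressing GPR55 and beta-arrestin-GFP; plate controls were DMSO negative control for no effect and LPI positive control for full effect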
KOR beta-arrestin-1 = KOR antagonists, beta-arrestin recruitment, cell-based, luminescence, uHTS (AID 1778); Kappa-type opioid receptor (Homo sapiens); one-dose inhibition, % at 10 µM; IC50 in µM for titrated hits; 0.091% of 290,000 active; KOR beta-arrestin recruitment, luminescence, antagonist mode; higher % means a stronger effect; further: strong numbers were not always called active
NOD2 inhibition = NOD2 signaling inhibitors, cell-based, luminescence, uHTS, HEK293 (AID 1566); HEK293 NOD2/NF-kB luciferase reporter, luminescence; higher % means a stronger effect; inhibition, % at 4 µM; hits with a dose series show EC50 in µM; 0.63% of 290,000 active; further: many of its hits are not listed in these tables
GPR55 LPI antagonism = GPR55 antagonists blocking LPI-driven arrestin recruitment, primary screen, imaging, U2OS, beta-arrestin-GFP, LPI agonist (AID 2013). G-protein coupled receptor 55 (Homo sapiens). U2OS GPR55 beta-arrestin-GFP translocation imaging, LPI antagonism; higher % means a stronger effect. inhibition, % at 10 µM, or IC50 in µM where a hit was titrated. 0.13% of 290,000 active;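 active means spots per cell inhibited over 60%, with over 100 cells counted and total cytoplasm intensity under 500,000; inconclusive means wells with under 100 cells, flagged as likely toxic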;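 further: U2OS cells stably carrying GPR55 and arrestin-GFP stimulated by 5 µM LPI near EC80; imaged beta-arrestin-GFP aggregate spots per cell after agonist stimulation; plate controls were LPI-stimulated DMSO wells for no effect and DMSO wells without LPI for full effect; some results filed as inactive read as strong as hits; confirmed hits need IC50 under 10 µM and bright autofluorescent wells are also inconclusive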
KOR beta-arrestin-2 = KOR agonists, beta-arrestin recruitment, primary screen, cell-based, luminescence, uHTS (AID 1777); Kappa-type opioid receptor (Homo sapiens); KOR beta-arrestin recruitment, luminescence; higher % means a stronger effect; activation, % at 10 µM, or EC50 in µM where a hit was titrated; 0.02% of 280,000 active; in the data active means activation above about 50%, passing the limit was not always enough; further: a part of the inactive calls stands beside numbers as strong as those of hits
T cell modulator vesicle-bound % = also measured in T cell modulator; calls as there; double positive events, %; measured here: CD8+ vesicle-bound cell fraction;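 binding gate set so that unloaded-vesicle control wells show 10% double positive cells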
NTR1 ag cell count 20 µM = also measured in NTR1 ag; calls as there; cell count; measured here: cell count, cytotoxicity flag
Myeloid diff 2 GFP+ MAC1+ % = recorded beside Myeloid diff 2, whose call it bears; GFP+ MAC1+ double positive, %; measured here: differentiation confirmed by MAC1 staining
* = called active by the depositor. Unless noted, no stated cut-off is given here; in the data, active means inhibition above about 50%; inactive means the rest. This is a subset (hit frequency here may not be typical).

Preview:
Screening CC1=NNC(=O)C1CC(=O)N/N=C/c1cccs1 (stereo unspecified) returned NTR1 ag 0.8, NOD1 NF-kB reporter -7%, T cell modulator inactive, Myeloid diff 2 inactive, GPR55 beta-arrestin -0.2%, KOR beta-arrestin-1 23%, NOD2 inhibition 12%, GPR55 LPI antagonism -7%, KOR beta-arrestin-2 0.0%, T cell modulator vesicle-bound % 30, NTR1 ag cell count 20 µM 51 and Myeloid diff 2 GFP+ MAC1+ % 1.7.
`Cc1ccc(CNC(=S)NC2CCC(C(C)(C)C)CC2)cc1` (stereo unspecified) gave NTR1 ag 0.9, NOD1 NF-kB reporter -2%, T cell modulator inactive, Myeloid diff 2 inactive, GPR55 beta-arrestin 0.3%, KOR beta-arrestin-1 11%, NOD2 inhibition 4%, GPR55 LPI antagonism 3%, KOR beta-arrestin-2 -3.2%, T cell modulator vesicle-bound % 48, NTR1 ag cell count 20 µM 53 and Myeloid diff 2 GFP+ MAC1+ % 0.0.

The whole of this part, previewed entries included:
Screening CC1=NNC(=O)C1CC(=O)N/N=C/c1cccs1 (stereo unspecified) returned NTR1 ag 0.8, NOD1 NF-kB reporter -7%, T cell modulator inactive, Myeloid diff 2 inactive, GPR55 beta-arrestin -0.2%, KOR beta-arrestin-1 23%, NOD2 inhibition 12%, GPR55 LPI antagonism -7%, KOR beta-arrestin-2 0.0%, T cell modulator vesicle-bound % 30, NTR1 ag cell count 20 µM 51 and Myeloid diff 2 GFP+ MAC1+ % 1.7.
`Cc1ccc(CNC(=S)NC2CCC(C(C)(C)C)CC2)cc1` (stereo unspecified) gave NTR1 ag 0.9, NOD1 NF-kB reporter -2%, T cell modulator inactive, Myeloid diff 2 inactive, GPR55 beta-arrestin 0.3%, KOR beta-arrestin-1 11%, NOD2 inhibition 4%, GPR55 LPI antagonism 3%, KOR beta-arrestin-2 -3.2%, T cell modulator vesicle-bound % 48, NTR1 ag cell count 20 µM 53 and Myeloid diff 2 GFP+ MAC1+ % 0.0.
`O=C(Cn1c2ccccc2c2nc3n(c(=O)c21)CCCS3)Nc1ccccc1` gave NTR1 ag 0.5, NOD1 NF-kB reporter -27%, T cell modulator inactive, Myeloid diff 2 inconclusive, GPR55 beta-arrestin -0.2%, KOR beta-arrestin-1 -28%, NOD2 inhibition 3%, GPR55 LPI antagonism 9%, KOR beta-arrestin-2 -3.7%, T cell modulator vesicle-bound % 38 and NTR1 ag cell count 20 µM 71.
Screening CCOc1ccc(-n2c(SCC(=O)Nc3ccccc3CC)nc3n[nH]c(C)c3c2=N)cc1 returned NTR1 ag 1.0, NOD1 NF-kB reporter -14%, T cell modulator inactive, GPR55 beta-arrestin 0.0%, KOR beta-arrestin-1 -3%, NOD2 inhibition 7%, GPR55 LPI antagonism 8%, KOR beta-arrestin-2 -3.9%, T cell modulator vesicle-bound % 15 and NTR1 ag cell count 20 µM 74.
Screening CC(C)CCOP(=O)(c1ccc(N(C)C)cc1)C(O)c1ccccc1F (stereo unspecified) returned NTR1 ag -1.7, T cell modulator inactive, Myeloid diff 2 inactive, GPR55 beta-arrestin 0.6%, KOR beta-arrestin-1 28%, NOD2 inhibition 1%, GPR55 LPI antagonism -16%, KOR beta-arrestin-2 1.8%, T cell modulator vesicle-bound % 15, NTR1 ag cell count 20 µM 91 and Myeloid diff 2 GFP+ MAC1+ % 1.9.
COc1cc(C2C3=C(CC(C)(C)CC3=O)N(C)C3=C2C(=O)CC(C)(C)C3)cc(Br)c1O was read as NTR1 ag 2.1, NOD1 NF-kB reporter -17%, T cell modulator inactive, Myeloid diff 2 inactive, GPR55 beta-arrestin 0.2%, KOR beta-arrestin-1 5%, NOD2 inhibition -4%, GPR55 LPI antagonism 5%, KOR beta-arrestin-2 2.5%, T cell modulator vesicle-bound % 56, NTR1 ag cell count 20 µM 58 and Myeloid diff 2 GFP+ MAC1+ % 0.3.
Screening COc1ccc(NC(=O)COC(=O)c2ccc(OCc3ccccc3Cl)c(OC)c2)c(OC)c1 returned NTR1 ag 7.9, NOD1 NF-kB reporter -70%, T cell modulator inactive, Myeloid diff 2 inactive, GPR55 beta-arrestin -0.2%, KOR beta-arrestin-1 -8%, NOD2 inhibition -55%, GPR55 LPI antagonism 2%, KOR beta-arrestin-2 16%, T cell modulator vesicle-bound % 5, NTR1 ag cell count 20 µM 69 and Myeloid diff 2 GFP+ MAC1+ % 2.2.
Screening CS(=O)(=O)c1ccc2nc(NC(=O)c3ccc(N4C(=O)CCC4=O)cc3)sc2c1 returned NTR1 ag -2.4, NOD1 NF-kB reporter -1%, T cell modulator inactive, GPR55 beta-arrestin -0.1%, KOR beta-arrestin-1 10%, NOD2 inhibition 9%, GPR55 LPI antagonism 6%, KOR beta-arrestin-2 4.2%, T cell modulator vesicle-bound % 28 and NTR1 ag cell count 20 µM 88.
CCCC(=O)Nc1nc(-c2ccc(Cl)s2)cs1 was read as NTR1 ag -0.4, NOD1 NF-kB reporter -55%, T cell modulator inactive, Myeloid diff 2 inactive, GPR55 beta-arrestin 0.1%, KOR beta-arrestin-1 -32%, NOD2 inhibition -40%, GPR55 LPI antagonism -2%, KOR beta-arrestin-2 0.9%, T cell modulator vesicle-bound % 39, NTR1 ag cell count 20 µM 42 and Myeloid diff 2 GFP+ MAC1+ % 0.2.
For O=C(/C=C/c1ccccc1)N1CCN(CC(O)COc2ccccc2)CC1 (stereo unspecified) the results were NTR1 ag -1.3, NOD1 NF-kB reporter -20%, T cell modulator inactive, Myeloid diff 2 inactive, GPR55 beta-arrestin 0.4%, KOR beta-arrestin-1 -1%, NOD2 inhibition 7%, GPR55 LPI antagonism 6%, KOR beta-arrestin-2 2.4%, T cell modulator vesicle-bound % 8, NTR1 ag cell count 20 µM 39 and Myeloid diff 2 GFP+ MAC1+ % 0.5.
COc1ccc(OC)c(/C=N/NC(=S)NCCc2ccccc2)c1 was read as NOD1 NF-kB reporter 9%, T cell modulator inactive, Myeloid diff 2 inactive, GPR55 beta-arrestin -0.3%, KOR beta-arrestin-1 -4%, NOD2 inhibition 21%, GPR55 LPI antagonism 2%, KOR beta-arrestin-2 -2.2%, T cell modulator vesicle-bound % 19 and Myeloid diff 2 GFP+ MAC1+ % 0.6.
Screening COc1ccc(/C=C2/N=C3CCCCCN3C2=O)cc1OC returned NTR1 ag 0.2, NOD1 NF-kB reporter -18%, T cell modulator inactive, Myeloid diff 2 inactive, GPR55 beta-arrestin 0.7%, KOR beta-arrestin-1 -3%, NOD2 inhibition 7%, GPR55 LPI antagonism 6%, KOR beta-arrestin-2 -7.5%, T cell modulator vesicle-bound % 6, NTR1 ag cell count 20 µM 63 and Myeloid diff 2 GFP+ MAC1+ % 0.7.
For CCN(CC(=O)Nc1cc(Cl)ccc1C)C(=O)c1ccc(=O)n(Cc2ccccc2)n1 the results were NTR1 ag 1.4, NOD1 NF-kB reporter 1%, T cell modulator inactive, Myeloid diff 2 inactive, GPR55 beta-arrestin 0.3%, KOR beta-arrestin-1 12%, NOD2 inhibition 4%, GPR55 LPI antagonism 41%, KOR beta-arrestin-2 -3.9%, T cell modulator vesicle-bound % 24, NTR1 ag cell count 20 µM 59 and Myeloid diff 2 GFP+ MAC1+ % 2.1.
Cc1cc(C)n(-c2ccc(C(=O)Nc3cccnc3)cc2)n1 was read as NTR1 ag 0.3, NOD1 NF-kB reporter -3%, T cell modulator inactive, Myeloid diff 2 inactive, GPR55 beta-arrestin -0.1%, KOR beta-arrestin-1 3%, NOD2 inhibition -10%, GPR55 LPI antagonism 3%, KOR beta-arrestin-2 5.9%, T cell modulator vesicle-bound % 32, NTR1 ag cell count 20 µM 57 and Myeloid diff 2 GFP+ MAC1+ % 0.9.
COc1cc(Br)c(C(C)NC(=O)c2cccc(Br)c2)cc1OC (stereo unspecified) was read as NTR1 ag 2.9, T cell modulator inactive, Myeloid diff 2 inactive, GPR55 beta-arrestin -0.1%, KOR beta-arrestin-1 -10%, NOD2 inhibition 27%, GPR55 LPI antagonism 8%, KOR beta-arrestin-2 -3.5%, T cell modulator vesicle-bound % 32, NTR1 ag cell count 20 µM 74 and Myeloid diff 2 GFP+ MAC1+ % 5.4.
Screening Nc1nonc1-n1nnc(C(=O)N/N=C/c2ccc(OCc3cccc(Cl)c3)cc2)c1CN1CCCCC1 returned NTR1 ag 3.6, NOD1 NF-kB reporter -60%, T cell modulator inactive, Myeloid diff 2 inactive, GPR55 beta-arrestin 0.2%, KOR beta-arrestin-1 -18%, NOD2 inhibition -8%, GPR55 LPI antagonism 7%, KOR beta-arrestin-2 5.8%, T cell modulator vesicle-bound % 19, NTR1 ag cell count 20 µM 76 and Myeloid diff 2 GFP+ MAC1+ % 3.1.
`COc1cc(CC(=O)OCC(=O)c2ccc3c(c2)OCCO3)cc(OC)c1OC` gave NTR1 ag 2.2, NOD1 NF-kB reporter -28%, T cell modulator inactive, Myeloid diff 2 inconclusive, GPR55 beta-arrestin 0.2%, KOR beta-arrestin-1 -40%, NOD2 inhibition -19%, GPR55 LPI antagonism -23%, KOR beta-arrestin-2 -0.6%, T cell modulator vesicle-bound % 23 and NTR1 ag cell count 20 µM 47.
`Cc1c(OC(C)C(=O)NCc2cccnc2)ccc2c3c(c(=O)oc12)CCCC3` (stereo unspecified) gave NTR1 ag 2.1, NOD1 NF-kB reporter -23%, T cell modulator inactive, Myeloid diff 2 inactive, GPR55 beta-arrestin -0.1%, KOR beta-arrestin-1 -7%, NOD2 inhibition 9%, GPR55 LPI antagonism 7%, KOR beta-arrestin-2 -2.4%, T cell modulator vesicle-bound % 60, NTR1 ag cell count 20 µM 61 and Myeloid diff 2 GFP+ MAC1+ % 1.4.
`CN1CCN(C(=O)c2ccc3c(c2)N(Cc2ccc(Cl)cc2)C(=O)c2ccccc2S3=O)CC1` (stereo unspecified) gave NTR1 ag -2.0, NOD1 NF-kB reporter -12%, T cell modulator inactive, Myeloid diff 2 active, GPR55 beta-arrestin -0.1%, KOR beta-arrestin-1 7%, NOD2 inhibition 1%, GPR55 LPI antagonism 8%, KOR beta-arrestin-2 -1.9%, T cell modulator vesicle-bound % 61, NTR1 ag cell count 20 µM 54 and Myeloid diff 2 GFP+ MAC1+ % 10*.
